E-selectin induc: E-selectin induction on HUVECs; HUVEC E-selectin immunofluorescence imaging; normalized: neutral wells 0, TNF-alpha wells 100; activation, % at 7.58 µM; 260,000 tested, 0.37% active; AID 686992;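 active means mean E-selectin-positive cell signal at least 10% of the positive control, reached in at least 60% of replicates, without over 20% cell loss; inconclusive means no rule given, readout overlaps actives, possibly toxicity-flagged; inactive means the rest, including those meeting only one limit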;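 further: in these data hits start at about 27%; measured in HUVEC primary endothelial cells; signal is the percent of cells scored E-selectin positive by PE staining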
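Test system: HUVEC; input: 3,000 HUVEC/well; measured by: immunofluorescence imaging; read-out: % PE-positive cells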
Statin myotox sup: suppressors of simvastatin-induced myotoxicity in C2C12 myotubes | ATP luminescence, 48 h; scaled: DMSO 0, geranylgeraniol control 100 | rescue of ATP level, % at 7.49 µM | 330,000 tested, 0.78% active | AID 602340;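 active means mean ATP rescue above about 67%, or every replicate alone reaching that limit, limit read from the data, passing the limit was not always enough; inconclusive means no clear call, values can overlap the other calls; inactive means mean under the limit and some replicate under it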;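 further: myotubes were challenged with 10 µM simvastatin during compound exposure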
SIRT5 inh: inhibitors of human sirtuin-5 desuccinylase. Purified SirT5, succinyl-peptide AMC, trypsin-coupled fluorescence. inhibition, % at 15 µM. 330,000 tested, 1.1% active. AID 652115; in the data active means inhibition above about 15%; inconclusive means no clear call, values can overlap the other calls
Target sequence (Q9NXA8 whole entry, looked up): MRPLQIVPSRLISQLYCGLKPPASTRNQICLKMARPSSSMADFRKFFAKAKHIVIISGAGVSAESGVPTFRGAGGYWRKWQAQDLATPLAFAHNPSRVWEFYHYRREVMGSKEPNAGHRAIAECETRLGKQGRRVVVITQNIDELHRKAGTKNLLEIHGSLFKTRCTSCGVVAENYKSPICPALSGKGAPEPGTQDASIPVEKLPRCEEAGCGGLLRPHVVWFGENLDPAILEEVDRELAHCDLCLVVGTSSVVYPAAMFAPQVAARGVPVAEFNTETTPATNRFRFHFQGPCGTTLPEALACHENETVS
ERp5 inh: blocks human ERp5 reductase activity on insulin | 350,000 tested, 0.05% active | inhibition, % at 9.99 µM | ERp5 insulin aggregation, absorbance 650 nm, 90 min | Q15084;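 active means mean replicate inhibition above about 25%, with every replicate also reaching it, limit read from the data, passing the limit was not always enough; inconclusive means only one of those two criteria met; inactive means neither criterion met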
Target sequence (Q15084 whole entry, looked up): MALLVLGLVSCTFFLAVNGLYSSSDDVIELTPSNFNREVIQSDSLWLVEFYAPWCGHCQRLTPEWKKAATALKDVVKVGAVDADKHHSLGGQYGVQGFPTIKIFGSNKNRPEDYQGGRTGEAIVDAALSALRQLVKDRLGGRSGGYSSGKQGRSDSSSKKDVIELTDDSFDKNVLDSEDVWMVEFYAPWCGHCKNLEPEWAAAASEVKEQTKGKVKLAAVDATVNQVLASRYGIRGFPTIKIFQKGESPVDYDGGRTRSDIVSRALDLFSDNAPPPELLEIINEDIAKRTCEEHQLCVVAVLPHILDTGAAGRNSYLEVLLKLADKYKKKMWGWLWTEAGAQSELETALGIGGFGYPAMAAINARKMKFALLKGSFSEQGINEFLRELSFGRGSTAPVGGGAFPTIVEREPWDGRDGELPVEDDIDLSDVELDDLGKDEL
DENV2 CPE rescue: protects cells from dengue virus 2 cytopathic effect. CPE inhibition, % at 9.99 µM. AID 651640. 350,000 tested, 1.7% active. DENV2-infected cells, cytopathic effect rescue, plate reader; in the data active means CPE inhibition above about 20%, passing the limit was not always enough; inconclusive means no clear call, values can overlap the other calls; tested in BHK-21 cells;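 further: 0% = median of neutral control wells and 100% = median of positive control wells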
S100A4 inh HTS: inhibitors of human S100A4 binding to myosin IIA peptide; inhibition, % at 10.7 µM; AID 652163; S100A4/TAMRA-MyoIIA peptide fluorescence polarization; P26447; 360,000 tested, 0.14% active;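 active means mean inhibition of at least 70% across replicates, with every replicate also reaching that level; inconclusive means mean inhibition reaches 70% but some replicates fall short; inactive means mean inhibition below 70%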
Target sequence (P26447 whole entry, looked up): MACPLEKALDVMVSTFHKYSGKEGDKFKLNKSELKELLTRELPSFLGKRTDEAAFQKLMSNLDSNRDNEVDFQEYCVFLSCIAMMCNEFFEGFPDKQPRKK
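assay system = human S100A4 monomer with TAMRA-labelled myosin IIA peptide | also added = labelled myosin peptide probe, 5 nM | incubation = 5 min between mix addition and reading | control set = DMSO and TFP controls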
PglD inh: blocks C. jejuni PglD acetyltransferase activity; inhibition, % at 12.5 µM; purified PglD enzyme, DTNB colorimetric CoA detection; 360,000 tested, 0.098% active; AID 602405; in the data active means inhibition above about 16%, passing the limit was not always enough; inconclusive means no clear call, values can overlap the other calls; further: strong numbers were not always called active
The depositor's hits bear a star; ? = inconclusive; . = no result given; & = joins results of further samples.

SMILES | E-selectin induc | Statin myotox sup | SIRT5 inh | ERp5 inh | DENV2 CPE rescue | S100A4 inh HTS | PglD inh
O=C(NCc1ccc(F)cc1)C1CCCN(S(=O)(=O)c2ccc(-n3cnnn3)cc2)C1 (stereo not drawn) | . | 33 | 0 | -7 | -3 | 8 | -4
CCNC(=O)C[C@@H]1CC[C@H](NC(=O)C2CCOCC2)[C@@H](CO)O1 | 0.2 | 3 | 0 | -12 | -9 | 7 | 0
Cc1ccccc1S(=O)(=O)N1CC[C@@H]2[C@H]1c1cc(-c3ccc(C#N)cc3)ccc1N[C@@H]2CO | 1.2 | -12 | 6 | 3 | 77* | -9 | 0
COCCN=C1Sc2nc3cc4c(cc3cc2CN1CC1CCCO1)OCO4 (stereo not drawn) | . | . | -2 | -7 | 6 | -20 | .
COc1ccc2c(c1)C=C(C(=O)OCc1cccnc1)CO2 | . | . | 2 | -4 | -4 | 4 | .
COc1ccc(CCNC(=O)/C=C/c2ccc(OC)c(S(=O)(=O)N3CCOCC3)c2)cc1 | -0.4 | -15 | 3 | 2 | 2 | -3 | .
COc1ccc2c3c([nH]c2c1)[C@@H](CO)N(C(=O)CN(C)C)CC31CCN(CC2CCCC2)CC1 | -0.3 | . | 5 | 1 | -11 | 12 | .
COc1ccc(CN(C)C(=O)C2CC(=O)N(c3ccc4c(c3)OCCO4)C2)c(OC)c1 (stereo not drawn) | -0.2 | -20 | -4 | 0 | 4 | -7 | -4
CN(C)CCCNC(=O)C[C@@H]1CC[C@H](NC(=O)Cc2cccnc2)[C@@H](CO)O1 | 0.1 | 7 | 0 | -1 | -8 | -4 | -1
COCCNC(=O)/C(C#N)=C/c1cc(C)n(C2CCCCC2)c1C | . | . | 16* | 3 | ? | 4 | .
C=CCn1cc(/C=C/c2cc[n+](C)cc2)c2ccccc21 | . | -108 | -8 | 1 | -10 | -11 | -12
O=C(NC1CCCc2c1cnn2-c1ccc(F)cc1F)c1ccccc1N1CCOCC1 (stereo not drawn) | 0.1 | -6 | 0 | 1 | -5 | -5 | -8
Clc1ccc(-c2nnc(-c3cccc4ccccc34)o2)cc1Cl | -0.1 | . | -4 | -4 | 2 | 0 | -3
CN(Cc1ccccc1)C(=O)Nc1c(Cl)cccc1Cl | 0.8 | . | -1 | -3 | 1 | -4 | .
O=C(COC(=O)c1cccc([N+](=O)[O-])c1)Nc1ccc(Cl)cn1 | 0.2 | . | -5 | -2 | -2 | 0 | .
CC1=C(C(=O)Nc2ccccc2C)C(c2cccs2)NC(=S)N1 (stereo not drawn) | . | . | . | -4 | -1 | 2 | .
CC(=O)Nc1ccc(S(=O)(=O)/N=C2/NC(=O)/C(=C\c3ccco3)S2)cc1 | . | . | 15* | -4 | 14 | -11 | .
O=C(C1CC1)N1CC2(C1)[C@H](c1ccccc1)[C@@H](CO)N2Cc1ccccc1F | 0.2 | . | -1 | 5 | -1 | 3 | .
CC1(C)C2CC=C(/C=N/NC(=O)c3ccc(Cl)cc3)C1C2 (stereo not drawn) | -1.0 | . | -1 | 0 | 6 | 34 | .
O=C(NCC(=O)N1CCC(Cc2ccccc2)CC1)c1ccccc1F | . | -4 | -1 | 0 | -11 | -1 | -3
C[C@@H]1CCCCO[C@@H](CN(C)S(=O)(=O)c2cn(C)cn2)[C@H](C)CN([C@H](C)CO)C(=O)c2cc(NC(=O)Nc3ccc(C(F)(F)F)cc3)ccc2O1 | 0.5 | 11 | . | . | 15 | . | 4
CC(C)NC(=O)N1[C@@H](CO)[C@H](c2ccccc2)[C@@H]1CN(C)C(=O)c1ccncc1 | -0.1 | 4 | . | . | 7 | . | 2
Cc1cc(-c2ccccc2)n2nc(N)nc2n1 | 5.1 | 24 | -4 | -3 | -8 | 5 | 6
Cc1cc(NCCc2c[nH]c3ccccc23)ccc1Nc1cccnc1 | 0.1 | . | . | -2 | -7 | -1 | .
CC1CC(c2ccccc2)NS(=O)(=O)O1 (stereo not drawn) | -0.2 | 11 | . | 2 | -8 | -1 | -2
COc1cccc(-c2ccc3c(c2)O[C@H](CN(C)Cc2cccnc2)[C@@H](C)CN([C@H](C)CO)S3(=O)=O)c1 | -0.3 | -71 | 7 | 4 | 2 | 31 | 0
COc1ccc(C(=O)COC(=O)CNC(=O)c2ccc(C)s2)c(OC)c1 | 0.5 | 41 | 4 | 3 | -1 | -3 | -1
S=C(NC1CCCC1)NC1CCCC1 | . | . | 1 | 6 | -10 | 1 | .
COc1ccc(CCNS(=O)(=O)c2cn(C)c(=O)n(C)c2=O)cc1 | 0.8 | -1 | -7 | 2 | 9 | -2 | 3
COC(=O)CC1=C(c2ccc([N+](=O)[O-])cc2)CCC1=O | -0.1 | -1 | 16* | -4 | ? | -14 | 2
O=C(CNC(=O)c1ccccc1C(F)(F)F)N/N=C/c1cccs1 | . | -4 | -2 | -1 | 0 | 3 | -6
COc1ccc(NC(=S)N(CCc2c(C)[nH]c3ccc(C)cc23)Cc2cccs2)cc1 | 0.8 | 3 | 1 | 4 | 15 | -8 | -1
Cc1ccnc(NC(=O)CCC(=O)N(CC(=O)NCc2ccc(F)cc2)CC2CCCO2)c1 (stereo not drawn) | . | -9 | -1 | 0 | -5 | 1 | -2
CC1CCN(C(=O)c2[nH]cnc2C(=O)Nc2cccc(Cl)c2)CC1 | 0.1 | 6 | . | 0 | . | 0 | 7
CC(C)NC(=O)N(C)C[C@H]1OCCCC[C@@H](C)Oc2ccc(NC(=O)c3ccncc3)cc2C(=O)N([C@H](C)CO)C[C@H]1C | 0.1 | 18 | 2 | 1 | -7 | 9 | 4
Cn1cc(CN2CCC(Oc3ccc(C(=O)N4CCCCC4)cc3)CC2)cn1 | -0.1 | 4 | -2 | 0 | 0 | -8 | 3
C[C@@H]1CN([C@@H](C)CO)C(=O)c2cc(NC(=O)Cn3cnnn3)ccc2O[C@@H]1CN(C)S(=O)(=O)c1cn(C)cn1 | -0.1 | 58 | 3 | -3 | 3 | -2 | 0
N#C[C@@H]1[C@H](c2ccc(-c3ccccc3F)cc2)[C@H](CO)N1C(=O)c1ccccn1 | -0.6 | 6 | 6 | 0 | 0 | -2 | -2
Cc1cc(C)nc(N/N=C/C=C/c2ccccc2)n1 | 0.0 | -5 | . | . | . | . | -1
C[C@H]1CN([C@@H](C)CO)C(=O)c2cc(NC(=O)C3CC3)ccc2O[C@@H]1CN(C)Cc1ccc(Cl)c(Cl)c1 | 0.0 | -24 | 0 | 2 | 2 | -2 | 3
O=C(O)C1=C[C@H](c2cccs2)C[C@H](OCCCCO)O1 | 0.4 | -12 | -2 | 4 | -14 | -2 | 0
NS(=O)(=O)c1ccc(NC(=O)CN2CCc3ccccc3C2)cc1 | . | . | -7 | 1 | 9 | 18 | -2
O=C(COc1ccc(Br)cc1)Nc1ccc2oc(=O)ccc2c1 | 0.6 | 3 | 1 | -1 | -9 | -2 | -5
CSCCC(NC(N)=O)C(=O)Nc1cccc(C#N)c1 (stereo not drawn) | . | . | 0 | 3 | -11 | 2 | .
c1ccc2c(c1)SCc1nnc(-c3ccncc3)n1-2 | 4.4 | . | -1 | -2 | 2 | 0 | .
Cc1nn(CC(=O)Nc2ccc3c(c2)nc2n3CCN(C3CCCCC3)C2)c(=O)c2ccccc12 | 5.3 | -1 | 0 | 5 | -2 | -4 | -2
O=C(NCc1ccccc1)[C@H]1CCCN1C(=O)[C@@H]1CCCN1C(=O)c1ccc(Cl)cc1Cl | -0.3 | . | 0 | -4 | 41* | 1 | .
C[C@H](CO)N1C[C@H](C)[C@H](CN(C)C(=O)NC2CCCC2)Oc2ncc(-c3ccc(F)cc3)cc2C1=O | 0.1 | -14&5 | 3&4 | -5&-1 | 2&-12 | -2&-6 | -2&45
COc1ccc(Cc2nnc(NC(=O)c3c(-c4ccccc4)noc3C)s2)cc1OC | . | 6 | . | -3 | 0 | 6 | 6
COc1ccc(C(=O)OCC(N)=O)cc1[N+](=O)[O-] | . | . | -1 | 3 | -13 | -3 | 0
CCCCc1ccc(NC(=O)Nc2c(C)n(C)n(-c3ccccc3)c2=O)cc1 | -0.1 | 2 | 4 | -1 | -5 | 2 | -13
Nc1cc(N)nc(SCc2cccc(F)c2)n1 | . | 17 | -3 | 3 | 0 | -5 | -4
CCOC(=O)CCc1c(C)nc2cc(-c3ccccc3OC)[nH]n2c1=O | -0.3 | 0 | -12 | ? | 8 | -9 | 6
CNC[C@@H]1Oc2c(NC(=O)Nc3ccccc3)cccc2C(=O)N([C@@H](C)CO)C[C@@H]1C | -0.1 | -1 | 0 | 0 | 17 | 10 | 4
Cc1cc(C)c2c(CN3CC(C)OC(C)C3)cc(=O)oc2c1C (stereo not drawn) | . | -19 | -2 | 3 | 1 | -7 | -5
OC(c1cccc(Cl)c1)c1ncc(-c2ccc(Oc3ccccc3)cc2)[nH]1 (stereo not drawn) | ? | 15 | 5 | 5 | -12 | -19 | 4
CC(C)(C)OC(=O)C[C@@H]1C/C=C\C[C@H](CC(=O)N[C@H](CO)Cc2ccccc2)C(=O)N2CCC[C@H]2COC1=O | -0.3 | -17 | 2 | 0 | ? | -2 | 9
O=C(C[C@@H]1CC[C@@H]2[C@H](COC[C@@H](O)CN2C(=O)c2cnccn2)O1)NCc1ccc(Oc2ccccc2)cc1 | 0.0 | -8 | 0 | -4 | 1 | -1 | -3
Cc1cc(=O)oc2cc(OCC(=O)N(C)C3CCS(=O)(=O)C3)c(Cl)cc12 (stereo not drawn) | . | 3 | -8 | 3 | ? | -1 | 3
Nc1sccc1C(=O)N1CCN(c2ccccc2)CC1 | 0.0 | . | -1 | -6 | -3 | -6 | .
Cc1ccc(/C=C2\CCn3c2nc2cc(C(=O)O)ccc2c3=O)c(C)c1 | . | 7 | 4 | 1 | 4 | 3 | -2
C[C@H]1CN([C@@H](C)CO)C(=O)CCCn2nncc2CO[C@H]1CN(C)C(=O)CCCN(C)C | 0.4 | -12 | 0 | 4 | -10 | -2 | 0

As entered above:
DENV2 CPE rescue, CSCCC(NC(N)=O)C(=O)Nc1cccc(C#N)c1 (stereo not drawn) = -11
SIRT5 inh, CC(C)(C)OC(=O)C[C@@H]1C/C=C\C[C@H](CC(=O)N[C@H](CO)Cc2ccccc2)C(=O)N2CCC[C@H]2COC1=O = 2
PglD inh, COc1ccc(C(=O)OCC(N)=O)cc1[N+](=O)[O-] = 0
DENV2 CPE rescue, Cc1cc(C)c2c(CN3CC(C)OC(C)C3)cc(=O)oc2c1C (stereo not drawn) = 1
SIRT5 inh, O=C(NCc1ccccc1)[C@H]1CCCN1C(=O)[C@@H]1CCCN1C(=O)c1ccc(Cl)cc1Cl = 0
S100A4 inh HTS, Cc1ccc(/C=C2\CCn3c2nc2cc(C(=O)O)ccc2c3=O)c(C)c1 = 3

Compounds from the list above containing two or more sulfur atoms, in the order listed:
SMILES | E-selectin induc | Statin myotox sup | SIRT5 inh | ERp5 inh | DENV2 CPE rescue | S100A4 inh HTS | PglD inh
CC1=C(C(=O)Nc2ccccc2C)C(c2cccs2)NC(=S)N1 (stereo not drawn) | . | . | . | -4 | -1 | 2 | .
CC(=O)Nc1ccc(S(=O)(=O)/N=C2/NC(=O)/C(=C\c3ccco3)S2)cc1 | . | . | 15* | -4 | 14 | -11 | .
COc1ccc(NC(=S)N(CCc2c(C)[nH]c3ccc(C)cc23)Cc2cccs2)cc1 | 0.8 | 3 | 1 | 4 | 15 | -8 | -1

3 entries from above, ordered by number of heavy atoms, low to high:
SMILES | E-selectin induc | Statin myotox sup | SIRT5 inh | ERp5 inh | DENV2 CPE rescue | S100A4 inh HTS | PglD inh
COc1ccc(C(=O)OCC(N)=O)cc1[N+](=O)[O-] | . | . | -1 | 3 | -13 | -3 | 0
Cc1cc(C)nc(N/N=C/C=C/c2ccccc2)n1 | 0.0 | -5 | . | . | . | . | -1
COc1ccc2c3c([nH]c2c1)[C@@H](CO)N(C(=O)CN(C)C)CC31CCN(CC2CCCC2)CC1 | -0.3 | . | 5 | 1 | -11 | 12 | .

Screening results (PubChem)

These rows are one share of the data (hit frequency here may not be typical).
